High-throughput results: PubChem BioAssay, The Scripps Research Institute Molecular Screening Center
MITF primary: blocks human microphthalmia-associated transcription factor. 0.91% of 650,000 active. AlphaScreen MITF homodimerization, bead proximity signal. inhibition, % at 2.6 µM. O75030. AID 1259374; in the data active means inhibition above about 50%;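 further: 0% = vehicle wells with protein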
Target sequence (O75030 whole entry, looked up): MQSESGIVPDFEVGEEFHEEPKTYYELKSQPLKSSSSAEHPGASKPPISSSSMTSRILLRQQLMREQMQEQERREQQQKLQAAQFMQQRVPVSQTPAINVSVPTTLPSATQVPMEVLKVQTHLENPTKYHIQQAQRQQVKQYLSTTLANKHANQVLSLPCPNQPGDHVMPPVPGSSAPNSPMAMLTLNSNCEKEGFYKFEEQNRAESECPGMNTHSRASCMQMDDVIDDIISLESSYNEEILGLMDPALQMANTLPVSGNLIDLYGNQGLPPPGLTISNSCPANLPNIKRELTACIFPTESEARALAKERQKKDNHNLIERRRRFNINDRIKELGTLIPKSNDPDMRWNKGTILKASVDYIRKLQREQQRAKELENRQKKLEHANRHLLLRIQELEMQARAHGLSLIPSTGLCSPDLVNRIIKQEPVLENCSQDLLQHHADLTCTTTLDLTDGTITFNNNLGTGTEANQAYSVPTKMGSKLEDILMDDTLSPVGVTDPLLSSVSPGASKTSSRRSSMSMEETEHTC
GPR151 ag: activators of human GPR151. 1% of 650,000 active. PathHunter beta-arrestin GPR151 cells, luminescence. activation, % at 11.2 µM. Q8TDV0; in the data active means activation above about 4.9%;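 further: 0% = median of compound wells and 100% = cells with positive control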
Target sequence (Q8TDV0 whole entry, looked up): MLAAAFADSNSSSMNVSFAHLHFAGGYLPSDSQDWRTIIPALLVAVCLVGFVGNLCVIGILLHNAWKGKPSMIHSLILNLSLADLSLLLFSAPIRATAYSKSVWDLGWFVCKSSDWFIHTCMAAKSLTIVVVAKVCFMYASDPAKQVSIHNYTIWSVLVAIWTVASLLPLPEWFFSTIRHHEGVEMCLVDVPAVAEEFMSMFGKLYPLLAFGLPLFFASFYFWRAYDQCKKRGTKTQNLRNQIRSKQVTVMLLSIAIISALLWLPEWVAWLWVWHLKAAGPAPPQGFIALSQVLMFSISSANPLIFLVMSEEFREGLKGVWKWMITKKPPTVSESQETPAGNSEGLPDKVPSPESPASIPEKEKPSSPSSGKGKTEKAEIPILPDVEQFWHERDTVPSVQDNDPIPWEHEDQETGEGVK
FBW7 activator: human FBW7 E3 ligase activation, primary screen; 0.13% of 650,000 active; Q969H0; normalized activity (activation), % at 26.1 µM; AlphaScreen FBW7–phospho-cyclin E peptide binding, activator screen; in the data active means normalized activity above about 1.9%;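 further: purified mutant Fbw7 with reduced substrate affinity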
TEAD-YAP inh: TEAD-YAP interaction inhibition. HEK-TIYL cells, TEAD-Gal4/YAP UAS-luciferase luminescence. inhibition, % at 9.12 µM. 1.4% of 640,000 active; in the data active means inhibition above about 32%;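 further: 0% = median of test compound wells and 100% = reference inhibitor wells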
* marks the source's active call; other numbers are inactive results. No enrichment for hits; 3.4% or so of the library scored in one or more.

Compound	MITF primary	GPR151 ag	FBW7 activator	TEAD-YAP inh
Cc1c(C(=O)Nc2ccc(Oc3ccccc3)cc2)sc2ncn(CC(=O)N3CCCC3)c(=O)c12	-4.6	1.7	-0.1	-4.9
COc1ccc(CNCc2cc(OC)c(OC)c(OC)c2)cc1C	51.1*	0.8	0.0	-0.6
Cc1ccc(C2OC(=O)c3ccccc32)cc1Cl (centres undefined)	14.5	-0.6	0.7	-5.0
CSc1ccc(/C=N/NC(=O)c2cc(C)oc2C)cc1	8.3	-5.8	0.0	-33.8
Cn1c(O)c(C=NCCc2c[nH]c3ccccc23)c(=O)[nH]c1=S	-4.4	0.2	-0.1	5.5
C#CCOc1cc(Br)c(C=O)cc1OC	19.3	1.0	0.3	2.5
CCCCOc1ccccc1C1C(C(=O)OC)=CN(Cc2ccc(F)cc2)C=C1C(=O)OC	9.9	-0.3	0.1	15.1
CCSc1nc2c(c(=O)[nH]c(=O)n2C)n1CCOC	-3.5	0.9	-0.2	0.2
O=C(Nc1cc(C(F)(F)F)ccc1N1CCOCC1)c1cc2ccccc2oc1=O	-0.8	0.8	-0.1	-6.0
Cc1ccc(CNC(=O)c2cnn3c(C)c(Cc4ccc(C)cc4)c(C)nc23)cc1	1.2	1.2	-0.1	-3.1
C[C@@H]1NC(=O)[C@@H]2C[C@H](NC(=O)Nc3cccc(Cl)c3Cl)CN2C1=O	9.8	-0.2	0.9	-10.1
CC(NC(=O)c1ccccc1F)C12CC3CC(CC(C3)C1)C2 (centres undefined)	2.1	-0.3	-0.1	2.8
CC(=O)N1CCc2c(sc(NC(=O)c3coc4ccccc4c3=O)c2C#N)C1	-4.3	-0.1	0.1	-5.0
O=C(Nc1ccc2[nH]ncc2c1)[C@H]1C[C@H](O)CN1C(=O)c1ccc(Br)cc1	6.8	-0.2	0.0	-2.9
CN1CCc2cc(C(CNC(=O)c3ccc(Br)o3)N(C)C)ccc21 (centres undefined)	-37.9	-0.2	0.1	-15.7
CC(=O)c1cccc(NC(=O)Cn2cc(S(=O)(=O)Cc3ccccc3)c3ccccc32)c1	-10.0	0.0	0.1	-9.2
CC1=C(C(=O)OC(C)C)C(c2cccc(Oc3ccccc3)c2)NC(=O)N1 (centres undefined)	17.8	-1.0	0.3	-10.9
Cc1ccc(N2C(=O)c3n[nH]c(C)c3C2c2ccco2)cc1 (centres undefined)	9.1	0.9	0.0	-18.7
Cc1ccc(S(=O)(=O)N2CCN(C)CC2)c2nsnc12	19.4	-0.8	0.2	3.0
CSc1nc(-c2ccccc2F)c(C#N)c(=O)n1C	-9.3	1.8	0.2	8.1
N#Cc1ccc(OC(=O)c2ccc(C(=O)C(=O)c3ccccc3)cc2)cc1	-4.5	-6.5	-0.2	-7.0
c1cc(-n2cnnn2)ccc1NC1=NCCC1	6.3	2.2	0.0	9.6
CC1CCN(CCCN2C(=O)C3C(C(=O)Nc4ccc(Cl)c(Cl)c4)C4C=CC3(O4)C2C(=O)NC2CCCCC2)CC1 (centres undefined)	6.9	-0.6	0.2	-1.8
CSc1cccc(NC(=O)C(C)NS(=O)(=O)c2cc(Cl)ccc2Cl)c1 (centres undefined)	-3.6	1.1	-0.3	-3.3
CC(Oc1ccc(-c2ccccc2)cc1)C(=O)Nc1ccc(S(N)(=O)=O)cc1 (centres undefined)	-0.6	-1.8	0.0	8.6
Cc1cc(-c2cn[nH]c2C2CCN(C(=O)c3cnn4cccnc34)CC2)on1	5.3	0.9	0.5	3.8
COc1ccc(NC(=O)CCSCCC(=O)Nc2ccc(OC)cc2)cc1	14.3	0.7	0.0	6.9
COc1ccccc1C(=O)Nc1ccc(NC(=O)c2ccccn2)cn1	-4.2	-0.4	-0.1	0.1
N#CC1=C(N)SC(N)=C(C#N)C1c1ccccc1	-1.2	1.5	-0.4	-8.0
CCCOC(=O)C1=C(C)NC2=C(C(=O)CCC2)C1c1cccc(OC)c1 (centres undefined)	-6.7	0.5	0.0	4.5

Next section, overlapping the part above by 2 compounds.
Compound	MITF primary	GPR151 ag	FBW7 activator	TEAD-YAP inh
N#CC1=C(N)SC(N)=C(C#N)C1c1ccccc1	-1.2	1.5	-0.4	-8.0
CCCOC(=O)C1=C(C)NC2=C(C(=O)CCC2)C1c1cccc(OC)c1 (centres undefined)	-6.7	0.5	0.0	4.5
O=c1[nH]c2cc(Br)cnc2nc1/C=C(\O)c1ccc(F)cc1	3.4	-0.8	-0.2	0.8
Cc1cnc(C)c(-c2cc(F)cc3c2OC(CNC(=O)c2ccco2)C3)n1 (centres undefined)	19.7	0.7	0.9	1.9
O=C(/C=C/c1cccc([N+](=O)[O-])c1)N1CCOCC1	-6.5	-0.2	-0.1	-2.8
CCOC(=O)c1nc(NC(=O)COc2ccc(Cl)cc2)sc1C	4.8	-0.3	0.3	7.6
CCCCOc1ccc(NC(=O)C2CCN(c3cc(C)nc4ncnn34)CC2)cc1	17.3	-1.2	0.4	-3.3
COc1ccc(C2(O)C[n+]3ccccc3N2c2ccccc2)cc1 (centres undefined)	3.8	-1.2	0.1	4.5
c1ccc(C2=NN3C(C2)c2ccccc2OC3c2ccc3c(c2)OCO3)cc1 (centres undefined)	-4.8	0.3	-0.2	-43.3
O=[N+]([O-])c1ccc(Sc2nc3ccccc3s2)c(Cl)c1	27.6	0.2	0.3	7.9
CC(C)N(CCNC(=O)c1cccc(Nc2cccnc2)n1)C(C)C	7.0	-1.8	0.0	8.8
Cc1ccc(C(=O)NCc2cccnc2)cc1C	13.5	1.9	-0.1	-22.1
O=C(CN1CCOCC1)N1c2ccccc2Sc2ccc(C(F)(F)F)cc21	13.9	-1.4	0.0	3.1
CN1CCN(C(=O)CCCCCn2c(=S)[nH]c3ccccc3c2=O)CC1	-12.2	-1.4	-0.1	1.5
Cc1noc(C)c1C(=O)N(CC(=O)Nc1ccccc1Br)Cc1ccco1	8.0	0.0	-0.1	2.4
NC(=O)c1ccccc1NC(=O)c1ccccc1NS(=O)(=O)c1ccc(Cl)cc1	8.5	0.2	0.0	-2.8
Nc1c(Cl)cc(N2C(=O)c3ccc(C(=O)O)cc3C2=O)cc1Cl	-8.1	-2.7	0.0	0.7
O=C(NC1CCCCCCC1)C1CCN(S(=O)(=O)c2cnc[nH]2)CC1	16.1	0.2	0.2	12.4
COc1ccc(C(=O)Nc2c(C)cc(Br)cc2C)cc1[N+](=O)[O-]	9.9	-0.3	0.2	-0.9
COc1ccc(OCc2nc(-c3cccnc3)n[nH]2)cc1	-5.5	1.2	-0.1	-21.2
CC(=O)NS(=O)(=O)c1ccc(NC(=O)COc2cccc(C)c2)cc1	-6.1	-0.9	0.0	-0.8
O=C(COc1ccccc1)NCCc1ccc(F)cc1	3.1	3.7	-0.1	0.1
Nc1cccc(Oc2ccc3c(c2)C(=O)N(c2cccc(Cl)c2)C3=O)c1	21.2	1.1	0.5	-8.7
COC(=O)C1=C(C)NC2=C(C(=O)CC(c3ccccc3Cl)C2)C1c1cc(OC)ccc1OC (centres undefined)	1.0	0.0	-0.4	7.1
COc1cccc(NC(=O)N(C2=NCCC2)c2cccc(C)c2)c1	0.2	2.1	-0.1	-8.7
O=c1oc2ccc3ccccc3c2cc1-c1nnc(-c2ccccc2O)o1	10.7	0.6	0.9	-0.8
O=C(CC(NC1CCCCC1)C(=O)O)c1ccc(Cl)cc1 (centres undefined)	0.6	0.3	0.0	-12.8
CCn1nnc2c(N3CCN(C(=O)C4CC4)CC3)ncnc21	6.6	1.1	-0.1	1.5
O=C1N(Cc2cccc(Cl)c2)CCN1c1ccc(C(F)(F)F)cn1	4.4	-1.9	0.9	3.2
COc1ccc(N=C/C(=C\Nc2ccc(OC)cc2)[N+](=O)[O-])cc1	9.3	0.1	-0.3	-8.9
Cc1cc(=O)oc2c3c(ccc12)OCN(Cc1ccc(C(=O)O)cc1)C3	4.4	-0.3	0.3	9.2
Cc1cc(-c2cn[nH]c2C2CCN(CC(=O)N3CCOCC3)CC2)on1	8.1	0.7	0.0	0.0
COc1ccccc1N1CCN(c2ncc(C(=O)Nc3ccccc3F)c3ccccc23)CC1	-11.3	-1.8	-0.2	-4.7
COc1ccc(C2C(C(C)=O)=C(O)C(=O)N2Cc2ccccc2)cc1 (centres undefined)	6.4	-0.2	0.1	4.5
Cc1ccc(OCCN2CCN(c3c(CCC(C)C)c(C)c(C#N)c4nc5ccccc5n34)CC2)cc1	-10.0	-0.5	0.1	-6.1
O=C(Cn1ncc2cccn2c1=O)N1CCCC1	8.0	0.8	0.0	-0.4
CCC1(C)Cc2ccccc2-c2nc(NCCO)n(-c3ccccc3)c(=O)c21 (centres undefined)	-4.7	1.2	0.0	-3.9
c1cnc(Nc2nc(NCCN3CCOCC3)c3[nH]cnc3n2)cn1	-2.7	4.6	-0.1	-8.3
CCc1nnc(NC(=O)COc2ccc(F)cc2)s1	-3.8	2.6	0.0	-15.7
O=C(Nc1ccccc1)NC1(C(=O)N2CCN3CCCC3C2)CCCCC1 (centres undefined)	-12.3	1.0	-0.1	-1.0
O=C(COc1ccccc1)N(Cc1ccncc1)c1nc2c(F)cccc2s1	8.8	0.6	-0.2	-27.9
Nc1ncnc(Nc2ccc(S(=O)(=O)NCc3ccco3)cc2)c1[N+](=O)[O-]	4.8	0.1	-0.1	-20.2
Nc1cccc2c1C(=O)N(C(=O)c1ccc(Cl)cc1[N+](=O)[O-])C2=O	-0.4	-0.1	0.1	5.9
Nc1cc(-c2ccccc2)nn1CCO	-4.7	0.8	-0.1	-0.9
O=C(Nc1ccc(F)cc1F)C1CC(c2ccc(F)cc2)=NO1 (centres undefined)	-11.2	-0.1	-0.2	-3.0
COC(=O)C1=C(C)N(c2ccc(F)cc2)C(=O)/C1=C\c1ccc(N(C)C)cc1	6.1	-0.4	-0.1	-0.7
CCN(CC)c1ccc(/C=C2\C(=O)NC(=O)N(c3ccccc3OC)C2=O)cc1	26.1	-1.4	0.1	10.2
O=C(Nc1cccnc1)c1cc([N+](=O)[O-])ccc1Cl	5.3	-0.8	0.0	9.3
CCOC(=O)c1cc(N2C(=O)C3C4C=CC(CC4)C3C2=O)ccc1Cl (centres undefined)	4.1	10.3*	0.3	8.1
O=C(COc1ccccc1)OCC(=O)c1c[nH]c2ccccc12	1.3	-1.1	-0.2	2.5
CCOC(=O)c1cc(-c2ccccc2)sc1NC(=O)CCCOc1ccccc1C	-7.8	2.1	0.3	1.3
Cc1ccc(NC(=O)c2sc(=S)n3c2[nH]c(=O)c2ccccc23)cc1	8.8	-0.4	0.0	-3.3
COc1cccc(OC)c1C(=O)Nc1ccc(F)c(F)c1	2.4	-1.1	0.8	4.5
COc1ccc(Br)cc1-c1nc2sc3c(c2c(=O)[nH]1)CCCC3	17.1	0.4	1.0	-3.0
CCOC(=O)C1=C(CSc2nccn2C)NC(=O)NC1c1ccc(OC)cc1 (centres undefined)	13.8	-0.9	-0.1	1.6
O=C(Nc1ccc2ncccc2c1)c1ccccc1Cl	17.5	-0.8	0.6	-1.1
CC(=O)c1ccc(COC(=O)C2CC(=O)N(c3cccc(Cl)c3)C2)cc1 (centres undefined)	4.6	-0.4	0.0	2.0
COc1cc(/C=C2/C(=O)NN(c3ccc(F)cc3)C2=O)ccc1OCC(C)C	16.0	2.6	0.4	7.4
CCOC(=O)C1(CCSC)NC(c2ccc(F)cc2)C2C(=O)N(C)C(=O)C21 (centres undefined)	-12.5	-0.1	-0.1	-6.7
COc1cc(OC)c([N+](=O)[O-])cc1C=O	21.5	-0.9	0.2	7.0
COc1cc(NC(=O)c2ccc(Cl)c([N+](=O)[O-])c2)c(OC)cc1Cl	-0.1	-0.1	-0.1	-2.0
Cc1nc(C#N)c(NCc2ccc3c(c2)OCO3)o1	2.6	0.0	-0.3	-4.3

Next results.
Compound	MITF primary	GPR151 ag	FBW7 activator	TEAD-YAP inh
O=C(O)CSc1nnc(-c2cccnc2)n1-c1ccccc1	12.1	1.5	0.1	9.8
COC(=O)c1ccc(OCC2c3cc(OC)c(OC)cc3CCN2C(=O)c2c(F)cccc2F)cc1 (centres undefined)	-3.2	-0.5	0.0	-4.7
O=c1[nH]c(=O)n(-c2cccc(Cl)c2)c(O)c1C=Nc1ccc(Br)cc1	3.7	0.9	-0.1	4.3
O=C(CCc1nnc(-c2ccc3c(c2)OCO3)o1)NC(c1cccnc1)C(F)(F)F (centres undefined)	3.3	-0.6	-0.1	13.3
Nc1nc(SCC(=O)Nc2cccc([N+](=O)[O-])c2)n[nH]1	2.5	0.4	0.0	1.4
CCCn1nnc(NC(=O)/C=C/c2ccccc2)n1	0.3	-0.3	0.0	-1.1
NC(=O)c1ccc(N=C2C(=O)Nc3ccccc32)cc1	5.0	-0.4	0.3	0.6

Profiles from above. Values in the order: MITF primary | GPR151 ag | FBW7 activator | TEAD-YAP inh
Profile of `NC(=O)c1ccc(N=C2C(=O)Nc3ccccc32)cc1` → 5.0 | -0.4 | 0.3 | 0.6
Profile of `CCCn1nnc(NC(=O)/C=C/c2ccccc2)n1` → 0.3 | -0.3 | 0.0 | -1.1
